Bioassay records: PubChem BioAssay, National Center for Advancing Translational Sciences (NCATS)
12-LOX inh: Primary qHTS assay for inhibitors of human arachidonate 12S-lipoxygenase (ALOX12): Round 2; Polyunsaturated fatty acid lipoxygenase ALOX12 (Homo sapiens), P18054; purified 12hLO, xylenol orange hydroperoxide absorbance; Potency, µM (doses to about 108 µM), without a hit: top-dose activity change, negative = inhibition, actives largely listed as inhibitors; 580,000 compounds, 1.1% hits; AID 1671190, 2021; active = well fitted inhibition curve with a large enough effect; inconclusive = small, poorly fitted or top-dose-only effect, or another doubt; inactive = no such curve, though single readings can be large or run the other way
Target sequence (P18054 whole entry, looked up): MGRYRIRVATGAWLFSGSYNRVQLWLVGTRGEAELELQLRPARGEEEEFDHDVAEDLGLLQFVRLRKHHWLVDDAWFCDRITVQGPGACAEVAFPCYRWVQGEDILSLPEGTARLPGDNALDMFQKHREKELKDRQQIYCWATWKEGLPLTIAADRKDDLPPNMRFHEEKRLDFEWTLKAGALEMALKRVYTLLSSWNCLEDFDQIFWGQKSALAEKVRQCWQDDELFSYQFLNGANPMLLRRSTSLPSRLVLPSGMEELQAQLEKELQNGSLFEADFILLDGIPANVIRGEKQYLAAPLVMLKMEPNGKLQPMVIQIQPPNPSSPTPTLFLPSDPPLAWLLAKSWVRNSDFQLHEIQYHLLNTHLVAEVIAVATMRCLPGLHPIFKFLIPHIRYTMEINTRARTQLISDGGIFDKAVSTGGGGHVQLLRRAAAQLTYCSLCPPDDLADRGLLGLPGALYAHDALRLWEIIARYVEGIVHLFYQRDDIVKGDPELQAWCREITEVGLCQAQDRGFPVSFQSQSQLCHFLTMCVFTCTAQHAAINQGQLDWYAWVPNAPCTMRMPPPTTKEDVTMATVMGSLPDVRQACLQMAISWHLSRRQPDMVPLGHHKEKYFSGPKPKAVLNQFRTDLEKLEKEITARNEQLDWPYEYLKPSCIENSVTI
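Hydroperoxide product was detected by ferrous iron/xylenol orange as the 573 to 405 nm absorbance ratio. Arachidonic acid at 40 uM (final) was turned over for 30 min at room temperature by 150 nM human 12hLO, pH 7.0 Hepes buffer, after 15 min compound preincubation.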
Numbers without * were called inactive; ? = inconclusive; [ ] = another dose, or the depositor's remark. % is scaled to controls: 0 for no effect and ±100 for the full control effect; potency is read from the fitted curve at half-maximal effect.

molecule,12-LOX inh
COCC(=O)NC1CCC12CCN(S(=O)(=O)C(C)C)CC2 (stereo not drawn),18.5%
COc1ccc(NC(=O)C2CCN(c3cc(C(F)(F)F)ncn3)CC2)c(OC)c1,27.4%
S=C(NCCc1ccccc1)Nc1ccc(NC(=S)NCCc2ccccc2)c(Cl)c1,?
COc1ccc(NC(=O)CCc2sc(C)nc2-c2cccs2)cc1OC,?
O=C(CN1CCN(c2ccc(C(F)(F)F)cn2)CC1)NC1CCCCC1,-3.6%
CN(C)C[C@@H]1CN(S(C)(=O)=O)C[C@H]1NC(=O)c1cccc2[nH]ccc12,47.2%[activator]
O=[N+]([O-])c1cccc(C2C3CCC/C(=C\c4ccco4)C3=NN2c2ccccc2)c1 (stereo not drawn),?
CCN(C(=O)c1cccc(C(N)=O)c1)C1CC1,22.9%
Cc1noc(C)c1[S+](=O)([O-])N1CCC2(CC1)C(=O)NN=C2c1ccccn1,?
COCCNC(=O)c1cc2c(c(-c3cccc(-c4cc5ccccc5o4)c3)n1)[C@H](CCO)N(S(=O)C(C)(C)C)C2 (stereo partly drawn),-0.8%
CCc1ccc(NC(=O)c2nn(-c3ccc(F)cc3)c(=O)cc2OC)cc1,15.1%
CCN(CC)S(=O)(=O)c1cccc(NS(=O)(=O)c2ccc3ccccc3c2)c1,?
CCCCCCCCCNc1c2c(nc3ccccc13)CC(C)(C)CC2=O,?
CC(C)CCOc1ccc(/C=C(/C#N)c2nc3ccccc3[nH]2)cc1,-2.1%
O=C(C1CC1)N1CCCN(Cc2ccc3c(c2)OCO3)c2ccccc21,?
COc1ccc(NC(=O)C2(C)CCN2C(=O)C(C)C)cc1F (stereo not drawn),11.5%
CC(=O)N1CCCC(c2nn(C)c(=O)n2C2CCCC2)C1 (stereo not drawn),40.6%[activator]
C[C@@H]1CN(C(=O)c2ccc3c(c2)N(C)C(=O)CO3)C[C@@]1(O)C1CCC1,26.1%
Cn1cc(-c2cccc(O)c2)c2nc(COc3ccc(Cl)cc3)cn2c1=O,-19.6%[176 µM]
COc1ccc2c(c1)c(CN1CCC3(CC1)CC(O)CCO3)cn2C (stereo not drawn),38.2%[activator]
C#CCNC(=O)CC[C@H]1CNC(=O)[C@@H]2[C@@H](CCN2Cc2ccc(O)cc2)N1C,7.6%[176 µM]
Cn1c(=O)c2nc(SCC(=O)Nc3ccc(F)c(F)c3)n(C)c2n(C)c1=O,6.4%
Cn1c(SCc2ccccc2)nnc1C1CCCN(Cc2cccc3ncccc23)C1 (stereo not drawn),-2.8%
Cc1c(C(=O)NC2=NCCS2)sc2cccc(F)c12,0.7%
Cc1ccc(C(=O)NC[C@H]2O[C@@H](CC(=O)N3CCc4ccccc43)[C@H](O)[C@@H]2O)cc1,?
CN1CCOc2c(C(=O)NCc3cnn(C)c3)cc(-c3cccnc3)cc21,14.9%[176 µM]
CC(C)CNc1cccc2c1S(=O)(=O)N(Cc1cccc(F)c1)[C@@H](C)[C@H](c1ccccc1)O2,7.6%
CN1C(=O)CC(C(=O)O)C12CCN(Cc1ccccc1OC1CCCC1)CC2 (stereo not drawn),4.2%
CCN(c1ccc(NC(=O)COc2ccccc2C(=O)c2cc(C#N)c(=O)n(C3CC3)c2)cc1)C(C)C,?
COc1ccc(NC(=O)c2cc(=O)c3ccccc3o2)c(OC)c1,1.3%
Cc1nc2ccccc2nc1SCC(=O)N1CCOC(C)C1 (stereo not drawn),5.1%
C=C(C)CN(CC)C(=O)Cc1csc(C(C)C)n1,5.1%
CSC(=S)NN=C1CCCC1,-23.9%
COc1ccc(S(=O)(=O)N2CCCC2)cc1-c1nc(C(C)C)no1,3.3%
COc1cccc(N2CCN(C(=O)CN3CC4CC(C3)[C@H]3CCCC(=O)N3C4)CC2)c1 (stereo partly drawn),39.8%[activator]
COC[C@@H]1CN(C(=O)c2ccnc(C)c2)C[C@H]1c1nc(C2CC2)no1,13.6%
O=C(OCc1ccccc1)N1CCC2CC1c1cc(N3CCN(S(=O)(=O)c4cccc5ccccc45)CC3)ccc12 (stereo not drawn),?
Cc1n[nH]c(=O)nc1SCC(=O)Nc1ccc(C(=O)OC(C)C)cc1,-5.0%
CCCC(=O)N1CCC2CC(=O)NCCC2C1 (stereo not drawn),2.8%[12.5 µM]
COc1ccccc1C1c2c(n[nH]c2C)Nc2[nH]c(=O)[nH]c(=O)c21 (stereo not drawn),20.3%
C#CCNC(=O)C[C@@H]1O[C@H](CNS(=O)(=O)c2ccc(C)cc2)[C@@H](O)[C@H]1O,18.3%[176 µM]
O=C1NC[C@H](CCCCN2CCN(CC3CCCCC3)C(=O)C2=O)N(CC2CCCCC2)C1=O,0.5%
O=C(CSc1ncnc2ccccc12)Nc1ccc(Cl)c(C(F)(F)F)c1,-8.4%
O=C1CC2CCCC(C1)N2C(=O)c1ccccc1,?
COc1ccc(S(=O)(=O)NC(=O)C2(C)CCN2C(=O)Cc2cc(F)ccc2F)cc1 (stereo not drawn),-2.4%
CC(C)=C[C@H]1C[C@H](C)[C@H]2CC[C@H](C)c3c(O)c(O[C@H]4OC[C@H](O)[C@@H](O)[C@@H]4O)c(C)c1c32,?
Cc1[nH]c2c(C(=O)N3CCC(C)CC3)cccc2c1C,1.2%
COc1ccccc1N1CCN(C2CCCN(Cc3cccc(C)n3)C2)CC1 (stereo not drawn),97.0%[activator]

The final 5 entries of the part above lead into the next:
molecule,12-LOX inh
O=C1CC2CCCC(C1)N2C(=O)c1ccccc1,?
COc1ccc(S(=O)(=O)NC(=O)C2(C)CCN2C(=O)Cc2cc(F)ccc2F)cc1 (stereo not drawn),-2.4%
CC(C)=C[C@H]1C[C@H](C)[C@H]2CC[C@H](C)c3c(O)c(O[C@H]4OC[C@H](O)[C@@H](O)[C@@H]4O)c(C)c1c32,?
Cc1[nH]c2c(C(=O)N3CCC(C)CC3)cccc2c1C,1.2%
COc1ccccc1N1CCN(C2CCCN(Cc3cccc(C)n3)C2)CC1 (stereo not drawn),97.0%[activator]
COc1ccc(-c2cc(C(=O)NCc3cccc(Cl)c3)[nH]n2)c(C)c1,-7.1%
CC(=O)Nc1ccc(-c2c(-c3ccc4c(c3)OCO4)nn(-c3cc(C)ccc3C)c2OC(C)=O)cc1,?
COCCOCC1(CNC(=O)c2ccc(OC)cc2)C[C@@H](O)[C@@H](O)C1 (stereo partly drawn),115.9%[activator][176 µM]
O=C(NC[C@H]1Cn2c(-c3ccc(F)cc3)cnc2CO1)C1CCCC1,44.1%[activator][176 µM]
CC(C)c1csc(CN2CC[C@@H](c3ccc4c(c3)OCO4)[C@H](O)C2)n1,38.9%
CC(C)CC(NC(=O)OCc1ccccc1)C(=O)NC(C)C(=O)O (stereo not drawn),?
CC1(C(=O)Nc2ccccc2Br)CCN1C(=O)Cc1ccccc1Cl (stereo not drawn),2.9%
CN(CCOc1ccccc1F)c1nc(-c2cccnc2)nc2ccccc12,0.1%
CC1(C(=O)NS(=O)(=O)c2cccc(OC(F)F)c2)CCN1C(=O)Cc1cccs1 (stereo not drawn),?
Cc1cccc(C)c1-n1nnnc1C1(C)CCC(=O)N1Cc1cccc(C(F)(F)F)c1 (stereo not drawn),-3.1%
COc1ccc(CNC(=O)[C@@H]2CCC[C@@H](NCc3c(C)noc3C)CN(C)C(=O)C2)cc1,67.2%[activator]
O=S(=O)(c1cccs1)N1CCOc2ccc(COCc3ccc(Cl)cc3)cc2C1,-4.7%
O=C1CCC(=O)N1CCC(=O)N(C(=O)NC1CCCCC1)C1CCCCC1,-35.0%
O=C(OCC1C(COC(=O)c2ccccc2Cl)C1(Cl)Cl)c1ccccc1Cl (stereo not drawn),-31.1%
CCc1c(C)nc2n(c1=O)CN(Cc1cccnc1)CN2c1ccc(F)cc1,35.4%[activator]
CCCN(Cc1ccccc1)Cc1cc(=O)oc2ccc(OC)cc12,0.1%
Cc1ccccc1C(=O)N1CCCCC12Cc1ccccc1NC2=O (stereo not drawn),?
O=C(O)c1cccc(COc2cccc(Br)c2)c1,-9.8%
O=C(CCn1ccn2nc3c(c2c1=O)CCCC3)Nc1ccc(F)cc1Br,9.6%
C[C@@H]1CN([C@@H](C)CO)C(=O)c2cc(NC(=O)c3ccccc3)ccc2O[C@@H](C)CCCCO[C@@H]1CN(C)S(=O)(=O)c1ccc(F)cc1,-6.8%
O=C(c1n[nH]c(=O)c2ccccc12)N1CCC(n2c(=O)[nH]c3ccccc32)CC1,7.8%
O=C(c1ccco1)N1CCCN(c2cc(-c3ccc(Br)cc3)[nH]n2)CC1,-15.4%
COCCc1noc([C@@H]2CC(F)(F)CN2C(=O)c2cnc(C)cn2)n1,-11.8%
O=C(O)/C=C/c1ccc(-c2ccc(Br)cc2)o1,?
Cc1ccc(CC2(O)CC(C)N(C)CC2C)cc1 (stereo not drawn),8.8%
CN1C(=O)C(c2ccccc2)CC12CCN(CCC(=O)O)CC2 (stereo not drawn),49.2%[activator]
COC(=O)C(C)(C)NC(=O)c1ccc2c(c1)NC(=O)CS2,?
COc1ccc(-c2noc(C(=O)O)c2[C@@H](C)NC(=O)C2CCCC2)cc1,?
CC(C)c1noc(-c2cn(C3CCN(C(=O)c4ccc(F)cc4)CC3)nn2)n1,13.9%
CC(C)CC(N)c1csc(Nc2ccccn2)n1 (stereo not drawn),27.6%
CCOC(=O)C1=CC[C@@H](c2ccccc2)N(S(=O)(=O)c2ccc(C)cc2)[C@H]1c1ccc(CC)cc1,-5.0%
Cc1ccc(CNC(=O)CCc2conc2-c2ccc(F)cc2)o1,?
COC1CC(=O)C2OC(c3ccccc3)OCC2O1 (stereo not drawn),?
CN(C)c1ccc(-c2[nH][nH]c(=O)c2NC(=O)c2ccccn2)cc1,-27.7%
CCCN(C)c1ccc(/C=N/NC(=S)Nc2cccc(C)c2)cc1,?
CN(Cc1cn(-c2ccccc2)nn1)Cc1noc(C2CCC2)n1,64.9%[activator]
O=C(O)/C=C/c1cc(Br)ccc1F,-3.9%
Cc1[nH]c2ccccc2c1SCCNC(=O)c1ccncc1,-3.4%
S=C(NCCC(c1ccccc1)c1ccccc1)NC1CC1,?
CC(/C=C/C=C/c1ccccc1)=N\NC(=O)C1CC1c1ccc(C(C)(C)C)cc1 (stereo not drawn),6.5%
Cc1cnc(NC(=O)C(C)(C)n2cc(-c3ccc4c(c3)OCCO4)cn2)s1,9.9%
CN(C)C[C@@H]1CN(c2ncccn2)C[C@H]1NC(=O)c1cccc(Cl)c1,20.7%
CN1C(=O)C(c2ccccc2)CC12CCN(C(=O)CN1CCCC1)CC2 (stereo not drawn),?
CCOC(=O)C(=O)N(C)c1c(CC)nc2c(OCc3ccc(Cl)cc3)cccn12,?
CC(=O)N1CCOc2ccc(CCC(=O)N3CCN(C4CCCCC4)CC3)cc2C1,37.5%[activator]
C[C@@H]1ON(C)[C@H]2C[C@H]3c4cc(-c5ccc6c(c5)OCO6)ccc4CCN3C[C@@H]12,-4.2%
Cc1noc(C)c1-c1cc(-c2cccc(CO)c2)cn2cncc12,19.0%[176 µM]
Cn1ccc2c(C(=O)Nc3nnc(C4CC4)s3)cccc21,-3.4%
O=C(NCc1ccccc1Cl)C(=O)Nc1ccc2cc[nH]c2c1,5.7%
Cc1oc2cc(OCC(N)=O)ccc2c(=O)c1Oc1ccccc1Br,60.5%[activator]
O=C(NCc1cccc(-c2ccccc2)c1)C1CC(=O)N(C2CC2)C1 (stereo not drawn),-9.2%
Cc1ccc(-n2cccc2CC(=O)N2CCCC(C)C2)cc1 (stereo not drawn),-1.4%
CCOc1ccc(NC(=O)COc2ccc(Cl)cc2Cl)c2cccnc12,0.0%
COc1ccc(CCC(=O)N2CCN(c3nnc4ccc(Cl)cn34)CC2)cc1,67.9%[activator]
Cn1nc(C(=O)OCC(=O)Nc2ccc(OC(F)F)cc2)c2ccccc2c1=O,3.5%
CC(C)CNC(=O)c1cc(-c2ccncc2)nc2ccccc12,2.2%
Cc1ccc(CCNC(=O)Cn2nc3n(c2=O)CCC(N)CC3)cc1 (stereo not drawn),15.4%
COc1ccc(CCCN)cc1,-11.7%
Cc1oc(-c2cccs2)nc1C(=O)NCCN1CCOCC1,17.1%
Cc1ccccc1-c1cnc2[nH]cc(CC(=O)Nc3ccccn3)c2c1,18.7%[176 µM]

Remaining list, next part:
molecule,12-LOX inh
CC(O)(c1ccccc1)c1nc(-c2cccc(C#N)c2)cs1 (stereo not drawn),5.5%
CCOc1ccc(CCN2C(=O)C(=O)N([C@@H](CC(C)C)CN3CCC[C@H]3CN3C(=O)C(=O)NC[C@@H]3CC(C)C)C[C@@H]2Cc2ccccc2)cc1,-22.9%
Cc1ccccc1C(=O)Nc1ccc2c(c1)nc(CCn1ccccc1=O)n2C,10.9%
S=C(NCCCc1ccccc1)Nc1ccc(Br)cc1Cl,44.7µM*
COC(=O)C1=CN(CC(=O)Nc2ccc(C)cc2Cl)S(=O)(=O)N=C1C,0.0%
O=C(O)CNc1nc(NCc2ccc(Cl)cc2)ccc1[N+](=O)[O-],?
O=C(CCn1cccn1)N[C@@H]1CN(Cc2ccccc2)C[C@H]1CO,16.3%
Cc1ccc(S(=O)(=O)NCc2ccc(C(=O)N3CCN(c4cccc(C)c4C)CC3)cc2)cc1,?

Some of the compounds tested, so the mix of outcomes need not match the whole.
